# Screens: PubChem, Johns Hopkins Ion Channel Center
# TRPC6 activator – mouse TRPC6 channel activation | Q61143 | HEK293-TRPC6 membrane potential dye fluorescence; active compounds read high | B-score at 10 µM | hit rate 0.13% among 310,000;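 active means B-score of the integrated fluorescence ratio above library mean plus 3 SD, and starting fluorescence ratio within library mean plus 5 SD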;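 further: higher score means more depolarization so channel activation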
# MrgX1 allo act – human MrgX1 positive allosteric modulation, primary screen; Q96LB2; AID 588675; MrgX1-HEK293, Fluo-4 calcium flux, FDSS; active compounds read high; hit rate 0.63% among 310,000; B-score at 10 µM;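 active means plate-corrected calcium response at least 3 library SD above typical, normal starting fluorescence, not activating the receptor alone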;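 further: compound read alongside a low EC10 to EC30 dose of BAM8-22 agonist; peak minus trough fluorescence over baseline measured at the second addition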
# TRPC4 inh – TRPC4 (mouse) channel inhibition; B-score at 10 µM; Q9QUQ5; hit rate 0.39% among 300,000; HEK293 TRPC4beta/mu-opioid, DAMGO-evoked Fluo4 calcium flux; active compounds read low;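 active means B-score over 3 SD under the library average, no early fluorescence shift, positive overall ratio signal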
# Target sequence (Q9QUQ5 whole entry, looked up): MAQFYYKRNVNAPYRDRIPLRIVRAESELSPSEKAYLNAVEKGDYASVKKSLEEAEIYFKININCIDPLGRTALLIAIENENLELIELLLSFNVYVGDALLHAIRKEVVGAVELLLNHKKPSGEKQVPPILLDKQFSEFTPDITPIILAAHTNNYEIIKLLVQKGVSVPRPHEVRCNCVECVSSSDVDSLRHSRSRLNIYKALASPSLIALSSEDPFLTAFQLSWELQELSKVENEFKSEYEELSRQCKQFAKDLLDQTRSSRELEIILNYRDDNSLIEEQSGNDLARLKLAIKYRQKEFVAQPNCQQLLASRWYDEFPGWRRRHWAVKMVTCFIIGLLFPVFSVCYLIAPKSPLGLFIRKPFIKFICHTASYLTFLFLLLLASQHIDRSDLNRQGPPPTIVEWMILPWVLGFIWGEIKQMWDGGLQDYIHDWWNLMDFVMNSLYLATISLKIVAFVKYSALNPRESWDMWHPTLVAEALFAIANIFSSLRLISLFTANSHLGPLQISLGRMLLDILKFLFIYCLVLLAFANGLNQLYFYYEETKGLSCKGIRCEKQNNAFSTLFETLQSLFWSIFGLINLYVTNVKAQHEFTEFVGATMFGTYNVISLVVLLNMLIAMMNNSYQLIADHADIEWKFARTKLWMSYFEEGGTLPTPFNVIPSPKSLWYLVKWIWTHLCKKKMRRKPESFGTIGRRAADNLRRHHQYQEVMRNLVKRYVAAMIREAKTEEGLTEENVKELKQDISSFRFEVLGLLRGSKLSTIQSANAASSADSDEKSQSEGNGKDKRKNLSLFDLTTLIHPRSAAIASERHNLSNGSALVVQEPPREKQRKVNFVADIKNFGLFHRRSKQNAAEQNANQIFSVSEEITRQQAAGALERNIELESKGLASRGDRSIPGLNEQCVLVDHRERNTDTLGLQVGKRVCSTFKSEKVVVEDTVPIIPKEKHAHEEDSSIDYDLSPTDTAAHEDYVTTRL
#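 Assay system: Stable TRPC4beta/mu-opioid receptor HEK293 cells | Reagent: DAMGO in two steps, submaximal then maximal | Compound dosing: Single concentration per test compound | Signal: Fluo4 Ca2+ flux fluorescence | Evaluation: Per-well B score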
# TMEM16A inh – mouse TMEM16A channel inhibition, primary screen; normalized B-score (activity score, 25-100; higher = stronger inhibition) at 10 µM; Q8BHY3; HEK293 TMEM16A/YFP iodide influx fluorescence, ionomycin; AID 588511; hit rate 1.2% among 310,000;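 active means ratio plate-corrected score three or more library SD toward inhibition, starting fluorescence score within five deviations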;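 further: score derived from kinetic fluorescence span divided by baseline fluorescence per well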
# TRPC6 inh – blocks the mouse TRPC6 cation channel | HEK293-TRPC6, membrane potential dye, ACh-evoked depolarization; active compounds read low | B-score at 10 µM | hit rate 1.1% among 310,000 | AID 2553;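 active means B-score under library mean minus 3 SD, initial fluorescence not abnormally high, positive integrated signal ratio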;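 further: B-score derived from integrated fluorescence ratio over the kinetic read; more negative B-score means stronger inhibition of depolarization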
# TMEM16A act – activators or potentiators of mouse TMEM16A chloride channel | B-score at 10 µM | Q8BHY3 | HEK293 TMEM16A/YFP-H148Q/I152L, iodide quench fluorescence; active compounds read low | hit rate 0.3% among 340,000;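 active means fluorescence-ratio B-score plate-corrected deviation score at least 3 library SD below zero, with starting fluorescence score within 5 deviations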;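 further: channel opened by trigger with iodide after compound preincubation; score built on the fluorescence ratio of max minus min over baseline; more negative score means more quench and so TMEM16A activation or potentiation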
# MrgX1 agonist – agonists of human MrgX1 receptor. MrgX1-HEK293 cells, Fluo-4 calcium fluorescence, agonist mode; active compounds read high. AID 588627. Q96LB2. B-score at 10 µM. hit rate 0.44% among 310,000;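 active means calcium response B-score plate-corrected fluorescence ratio at least 3 library SD, with starting fluorescence B-score inside 5 SD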
#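 Assay system: MrgX1-expressing HEK293 cells / Amount: fifteen thousand cells per well / Doses: test compound in the initial addition of three / Timing: cells plated overnight, dye loaded 0.5 h 37 °C, 0.5 h room temperature / Technique: kinetic calcium dye fluorescence, Fluo-4 NW / Control set: positive and negative controls per plate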
# TRPC4 potent – allosterically enhances the mouse TRPC4 cation channel | HEK293 TRPC4beta/mu-opioid, DAMGO EC20, Fluo-4 Ca2+ flux; active compounds read high | B-score at 10 µM | Q9QUQ5 | hit rate 0.42% among 310,000 | AID 2227;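 active means B-score of calcium response area above 5 SD of library B-scores, with initial fluorescence ratio within 5 SD of library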;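 further: B-score of integrated fluorescence ratio over time as area under calcium response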
# TRPC4 act – activators of mouse TRPC4 channel; Q9QUQ5; HEK293 TRPC4beta/mu-opioid, Fluo4 calcium fluorescence; active compounds read high; B-score at 10 µM; hit rate 0.49% among 310,000; AID 2237;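 active means B-score above 5 SD of library B-scores, and initial fluorescence ratio not above library mean plus 5 SD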;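 further: positive B-score marks a calcium rise read as TRPC4 activation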
#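 Assay system – TRPC4beta and mu-opioid receptor HEK293 stable cells · Measured by – Fluo4 fluorescence, kinetic · Schedule – dye loading 45 min room temperature, 110 s kinetic read · Read-out – B-scored integrated calcium fluorescence ratio · Controls – buffer and maximal DAMGO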
# RGS4 inh – inhibitors of human RGS4. P49798. HEK293 M3R/RGS4 inducible, Fluo-4 calcium flux; active compounds read high; triggered by carbachol at its EC20. B-score at 10 µM. hit rate 0.45% among 310,000. AID 463165;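 active means B-score, a plate-corrected calcium signal, over three deviations above library mean, with baseline fluorescence within five deviations of library mean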;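 further: RGS4 expression induced by doxycycline in cells with stable M3 receptor; B-score is computed from the integrated fluorescence ratio over baseline after carbachol; higher B-score means a larger calcium signal and so more RGS4 inhibition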
# MrgX1 antag – human MrgX1 receptor antagonism, primary screen; Q96LB2; MRGX1-HEK293 calcium flux, Fluo-4, BAM8-22 antagonism; active compounds read low; B-score at 10 µM; hit rate 1.3% among 310,000;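 active means calcium-response B-score plate-corrected more than 3 library SD below zero, starting fluorescence within 5 deviations, no agonist response on first addition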;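 further: peak minus trough fluorescence over baseline after final BAM8-22 challenge near maximal dose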
# An asterisk follows results filed as active; i = inactive; . = not tested or not shown. These rows are one share of the data; rates above refer to the full screens.
SMILES	MrgX1 agonist	TRPC6 inh	MrgX1 antag	MrgX1 allo act	TRPC4 act	RGS4 inh	TRPC4 potent	TRPC6 activator	TRPC4 inh	TMEM16A inh	TMEM16A act
Cc1ccc(CNCCc2ccccc2F)cc1	i	i	i	i	i	i	i	i	i	i	i
Cc1cc(-c2ccccc2)cc(-c2ccccc2)[n+]1CCc1ccccc1	i	i	-4.6*	i	i	i	i	i	i	25*	i
COc1cc2[nH]c(C(=O)N3CCC4(CC3)OCCO4)cc2c(OC)c1OC	i	i	i	i	i	i	i	i	i	i	i
CC(C)(C)NC(=O)Cn1cc(C(=O)c2ccccc2F)c2ccccc21	i	i	i	i	i	i	i	i	i	i	i
COc1ccc(C(CC(=O)N2CCC3(CC2)OCCO3)NS(=O)(=O)c2ccc(OC)cc2)cc1 (configuration not stated)	i	i	i	i	i	i	i	i	i	i	i
Cc1ccc(C(=O)N[C@@H](C)CN2C3=NC[C@H](Cc4ccccc4)N3C[C@H]2Cc2ccc(O)cc2)cc1Br	i	i	i	i	i	i	i	i	i	i	.
CCC1(CC)C(=O)NC(=Nc2cccc(C(F)(F)F)c2)NC1=O	i	i	i	i	i	i	i	i	i	i	i
Cc1cc(Cl)ccc1OC(C)C(=O)O (configuration not stated)	i	i	i	i	i	i	i	i	i	i	i
COCCNC(=O)c1c(N)n(CCC(C)C)c2nc3ccccc3nc12	i	i	i	i	i	i	i	i	i	i	i
Cc1nc2ccccc2c(=O)n1-c1ccc(Br)cc1[N+](=O)[O-]	i	i	i	i	i	i	i	i	i	i	i
COc1cc(CN=C(C)c2c(O)n(C3CCCCC3)c(=O)[nH]c2=O)cc(OC)c1	i	i	i	i	i	i	i	i	i	i	i
COc1ccc(OC)c(/C=N/OC(=O)Nc2ccc(Cl)cc2)c1	i	i	i	i	i	i	i	i	i	i	i
O=C(CN1CC=C(c2ccccc2)CC1)NC(=O)NCc1ccccc1	i	i	i	i	i	i	i	i	i	i	i
Cc1c2ccncc2c(C)c2c1[nH]c1ccccc12	i	i	i	i	i	i	i	i	i	i	i
COc1ccc(CC(C)NCCC(c2ccccc2)c2ccccc2)cc1 (configuration not stated)	i	i	i	i	i	i	i	i	i	i	i
Cn1c(O)c(C=NC2CC3CCC2(C)C3(C)C)c(=O)[nH]c1=O (configuration not stated)	i	i	i	i	i	i	i	i	i	i	i
C=CCn1c(O)c(C(CC)=NCc2ccc3c(c2)OCO3)c(=O)[nH]c1=O	i	i	i	i	i	i	i	i	i	i	i
COc1cc(CC(C)N)c(OC)cc1I (configuration not stated)	i	i	i	i	i	i	i	i	i	i	i
N#Cc1ccccc1Cn1cc(C(=O)c2cccs2)c2ccccc21	i	i	i	i	i	i	i	i	i	i	i
OC1/C(=C/c2ccccc2F)N2CCC1CC2 (configuration not stated)	i	i	i	i	i	i	i	i	i	i	i
C[N+](C)(C)CC#CCOC(=O)Nc1cccc(Cl)c1	i	i	i	i	i	i	i	i	i	i	i
CCC(=NCCC(c1ccccc1)c1ccccc1)c1c(O)n(C)c(=O)n(C)c1=O	i	i	i	i	i	i	i	i	i	i	i
O=C(CN1CCN(c2ccccc2F)CC1)Nc1cccnc1Cl	i	i	i	i	i	i	i	i	i	i	i
CCCCN1C(=O)NC(=O)/C(=C/c2cnc(SC)nc2)C1=O	i	i	i	i	i	i	i	i	i	i	i
COc1cc(C(=O)NC(=S)N2C[C@H]3C[C@H](C2)c2cccc(=O)n2C3)cc(OC)c1OC	i	i	i	i	i	i	i	i	i	i	i
CC1CCC(N(C)C2CCN(C)CC2)CC1 (configuration not stated)	i	i	i	i	i	i	i	i	i	i	i
CCCCN1CCC(C#N)(Nc2ccccc2)CC1	i	i	i	i	i	i	i	i	i	i	i
O=C1NC(=O)C(=Cc2ccc(Sc3ccccc3)o2)C(=O)N1	i	i	i	i	i	9.9*	i	i	i	i	i
Cc1ccc(-c2nc3ccccc3c(=O)n2-c2nccs2)cc1	i	i	i	i	i	i	i	i	i	i	i
Clc1ccc2sc(C3CCNCC3)nc2c1	i	-6*	i	i	187*	i	i	i	i	i	i

# Complete entries, looked up by structure.
# Cc1nc2ccccc2c(=O)n1-c1ccc(Br)cc1[N+](=O)[O-] is entered as MrgX1 agonist = i; TRPC6 inh = i; MrgX1 antag = i; MrgX1 allo act = i; TRPC4 act = i; RGS4 inh = i; TRPC4 potent = i; TRPC6 activator = i; TRPC4 inh = i; TMEM16A inh = i; TMEM16A act = i
# C[N+](C)(C)CC#CCOC(=O)Nc1cccc(Cl)c1 is entered as MrgX1 agonist = i; TRPC6 inh = i; MrgX1 antag = i; MrgX1 allo act = i; TRPC4 act = i; RGS4 inh = i; TRPC4 potent = i; TRPC6 activator = i; TRPC4 inh = i; TMEM16A inh = i; TMEM16A act = i

# Next part.
SMILES	MrgX1 agonist	TRPC6 inh	MrgX1 antag	MrgX1 allo act	TRPC4 act	RGS4 inh	TRPC4 potent	TRPC6 activator	TRPC4 inh	TMEM16A inh	TMEM16A act
CCCCn1c(O)c(C(CC)=Nc2ccc(OC)cc2OC)c(=O)[nH]c1=O	i	i	i	i	i	i	i	i	i	25*	i
C[N+]1(C)CCOC(O)(c2ccc(-c3ccc(C4(O)C[N+](C)(C)CCO4)cc3)cc2)C1 (configuration not stated)	i	i	i	i	i	i	i	i	i	i	i
CC(=O)Nc1cccc([As](=O)(c2cccc(NC(C)=O)c2)c2cccc(NC(C)=O)c2)c1	i	i	i	i	i	i	i	i	i	i	i
COc1ccc(-n2nc(C(=O)NCC(=O)N3CCC4(CC3)OCCO4)c3ccccc3c2=O)cc1Cl	i	i	i	i	i	i	i	i	i	i	i
CN1CCN(c2ccc(S(C)(=O)=O)cc2[N+](=O)[O-])CC1	i	i	i	i	i	i	i	i	i	i	i
COc1ccccc1N1CCN(CCc2ccccc2)CC1	i	i	i	i	i	i	i	i	i	i	i
COc1ccc(OC)c(N2C(=O)NC(=O)/C(=C\c3ccc([N+](=O)[O-])s3)C2=O)c1	i	i	i	i	i	8*	i	i	i	i	i
CCOC(=O)c1c(/N=C/C2C(=O)NC(=O)NC2=O)sc2c1CCC2	i	i	i	i	i	i	i	i	i	i	i
c1ccc(CCn2nnnc2CN2CCC(n3nnc4ccccc43)CC2)cc1	i	i	i	i	i	i	i	i	i	i	i
COC(=O)C1=C(c2ccc(S(C)(=O)=O)cc2)C[C@@H]2CC[C@H]1N2C(=O)N1CCC(C)CC1	i	i	i	i	i	i	i	i	i	i	i
CCN1CCN(c2ccc([N+](=O)[O-])cc2C(=O)OC)CC1	i	i	i	i	i	i	i	i	i	i	i
CC(=O)C1C(=O)NC23CCCCC2C1c1ccccc1O3 (configuration not stated)	i	i	i	i	i	i	i	i	i	i	i
Fc1ccc(Cn2nnnc2C(c2ccc(Cl)cc2)N2CC=C(c3ccc(F)cc3)CC2)cc1 (configuration not stated)	i	i	i	i	i	i	i	i	i	i	i
CN1[C@@H]2CC[C@H]1CC(OC(=O)C1C=Nc3ccccc31)C2 (some centres not stated)	i	i	i	i	i	i	i	i	i	i	i
COc1ccc(Cn2c(O)c(C=NCCN3CCOCC3)c(=O)[nH]c2=O)cc1	i	i	i	i	i	i	i	i	i	i	i
Cc1nc2ccccc2c(=O)n1-c1ccc(Cl)cc1Cl	i	i	i	i	i	i	i	i	i	i	i
CN(C)CCN(CC1CCCN(Cc2ccccc2F)C1)C(=O)Cc1c(F)cccc1F (configuration not stated)	i	i	i	i	i	i	i	i	i	i	i
Cc1ccc(C(=O)N[C@@H](C)CN2C3=NC[C@@H](Cc4ccccc4)N3C[C@H]2Cc2ccc(O)cc2)cc1Br	i	i	i	i	i	i	i	i	i	i	.
CCOC(=O)c1c(C)n(CCN2CCN(C)CC2)c2ccc(OC)cc12	i	i	i	i	i	i	i	i	i	i	i
COc1cc2c(c(OC)c1)C(=O)OC(C)CCCC(=O)CCCCC2 (configuration not stated)	i	i	i	i	i	i	i	i	i	i	i
CCCCCCn1c(O)c(C=NCCN2CCCCC2)c(=O)[nH]c1=O	i	i	i	i	i	i	i	i	i	i	i
OC1(c2ccc(F)cc2)CC2CCC(C1)N2Cc1nnnn1C1CCCC1 (configuration not stated)	i	i	i	i	i	i	i	i	i	i	i
CN(C)c1nc(-c2ccccc2)[n+](C)s1	i	i	i	i	i	i	i	i	i	i	i
CN(C(=O)Oc1ccc([N+](=O)[O-])cc1)c1ccccc1	i	i	i	i	i	i	i	i	i	i	i
c1ccc(CCCN2CCN(CCOC(c3ccccc3)c3ccccc3)CC2)cc1	i	i	i	i	i	i	i	i	i	i	i
O=[N+]([O-])c1ccccc1CNCCc1c[nH]c2ccccc12	i	-5.5*	i	i	i	i	i	i	i	i	i
Cc1ccnc(-n2c(-c3ccco3)nc3ccccc3c2=O)c1	i	i	i	i	i	i	i	i	i	i	i
O=[N+]([O-])c1ccccc1CN1CC=C(c2ccc(F)cc2)CC1	i	i	i	i	i	i	i	i	i	i	i
O=C(CSC1c2ccccc2-c2ccccc21)N/N=C/c1ccccc1	i	i	i	i	i	i	i	i	i	i	i
N/C(=N\N=C\c1ccc(O)cc1O)N[N+](=O)[O-]	i	i	i	i	i	i	i	i	i	i	i
CC(C)N(CC(O)c1cccc([N+](=O)[O-])c1)C(C)C (configuration not stated)	i	i	-6.2*	i	i	i	i	i	i	i	i
COCCCn1c(N)c(C(=O)OC(C)COC)c2nc3ccccc3nc21 (configuration not stated)	i	i	i	i	i	i	i	i	i	i	i
CCCCn1c(=O)c(C(=O)Nc2ccccn2)c(O)c2ccccc21	i	i	i	i	i	i	i	i	i	i	i
O=C1CN=C(c2ccc(Br)cc2)c2c(sc3c2CCCC3)N1CCN1CCCCC1	i	i	i	i	i	i	i	i	i	i	i
COC(=O)C[C@]1(C(=O)OC)CN(C#N)N(c2ccc(Cl)cc2)C12c1ccccc1-c1ccccc12	i	i	i	i	i	i	i	i	i	i	i
CC(C)(C#CCCCCC#CC(C)(C)[N+](C)(C)C)[N+](C)(C)C	i	i	i	i	i	i	i	i	i	i	.
